Bioassay records (PubChem)
CHRM5 antagonist – antagonists of human muscarinic M5 receptor (CHRM5). inhibition, % at 3 µM. actives 0.59% (n = 360,000). P08912. CHO-hM5 cells, Fluo-8 calcium fluorescence, ACh EC80;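 active = inhibition above a per-plate cutoff, the mean of that plate's test compounds plus 3 SD, cut at about 27% in these data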;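 also: 0% = acetylcholine EC80 with DMSO and 100% = DMSO without agonist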
M1 PAM – human CHRM1 positive allosteric modulation; P11229; CHO-K1 hM1, Fluo-8 calcium fluorescence, ACh EC20; 0% = ACh EC20, 100% = maximal ACh; activation, % at 3 µM; actives 0.088% (n = 360,000); AID 588819; in the data active = activation above about 19%, passing the limit was not always enough
CHRM1 antagonist – antagonists of human M1 muscarinic receptor. P11229. CHO-K1 hM1, Fluo-8 calcium fluorescence, ACh EC80 antagonist. inhibition, % at 3 µM. actives 1.3% (n = 360,000);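 active = percent inhibition above its own plate's cutoff, namely the mean of that plate's compound wells plus 3 SD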;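 also: peak over basal fluorescence ratio during 140 s after agonist addition; 0% = ACh EC80 plus DMSO and 100% = DMSO alone without agonist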
M1 ag – activates human CHRM1 receptor | P11229 | CHO-K1 hM1, Fluo-8 calcium fluorescence, agonist mode; 0% DMSO, 100% acetylcholine EC100 | activation, % at 3 µM | actives 0.33% (n = 360,000);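 active = activation above the run's mean compound activation plus 3 SD, cut at about 16% in these data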;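 also: peak over basal fluorescence ratio within a 140 s kinetic read after compound addition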
CHRM5 PAM – potentiates acetylcholine response at human M5 receptor; AID 624038; activation, % at 3 µM; P08912; CHO-K1 hM5, Fluo-8 calcium, ACh EC20 PAM; 0% = ACh EC20, 100% = ACh EC100; actives 0.3% (n = 360,000);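 active = activation above the run cutoff, the mean activation of all test compounds plus 3 SD, cut at about 18% in these data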
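system = human M5 receptor in CHO-K1 cells | reagent = EC20 acetylcholine as agonist stimulus | compound dosing = single-point, 3 µM nominal | incubation = Fluo-8 loading 80 min at 37 °C plus 30 min room temperature | detection = Fluo-8 calcium dye fluorescence, kinetic read | benchmarks = low control EC20 acetylcholine (0%), high control EC100 acetylcholine (100%)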
CHRM5 agonist – agonists of human muscarinic M5 receptor (CHRM5); P08912; CHO-K1 hM5 cells, Fluo-8 calcium fluorescence; 0% DMSO wells, 100% maximal acetylcholine response; activation, % at 3 µM; actives 0.19% (n = 360,000); AID 624037;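 active = activation above the run's mean over test compounds plus 3 SD, cut at about 23% in these data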;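 also: signal is peak over basal fluorescence ratio across the kinetic read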
CHRM4 agonist – CHRM4 agonism in calcium assay. AID 624127. P08173. CHO-K1 hM4/Gqi5, Fluo-8 calcium fluorescence; vehicle 0%, full acetylcholine response 100%. actives 0.14% (n = 360,000). activation, % at 3 µM;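 active = activation above the run mean over all test wells plus 3 SD, cut at about 32% in these data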;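 also: peak over basal fluorescence ratio per well then scaled between controls; 0% = DMSO wells and 100% = acetylcholine at EC100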
Target sequence (P08173 whole entry, looked up): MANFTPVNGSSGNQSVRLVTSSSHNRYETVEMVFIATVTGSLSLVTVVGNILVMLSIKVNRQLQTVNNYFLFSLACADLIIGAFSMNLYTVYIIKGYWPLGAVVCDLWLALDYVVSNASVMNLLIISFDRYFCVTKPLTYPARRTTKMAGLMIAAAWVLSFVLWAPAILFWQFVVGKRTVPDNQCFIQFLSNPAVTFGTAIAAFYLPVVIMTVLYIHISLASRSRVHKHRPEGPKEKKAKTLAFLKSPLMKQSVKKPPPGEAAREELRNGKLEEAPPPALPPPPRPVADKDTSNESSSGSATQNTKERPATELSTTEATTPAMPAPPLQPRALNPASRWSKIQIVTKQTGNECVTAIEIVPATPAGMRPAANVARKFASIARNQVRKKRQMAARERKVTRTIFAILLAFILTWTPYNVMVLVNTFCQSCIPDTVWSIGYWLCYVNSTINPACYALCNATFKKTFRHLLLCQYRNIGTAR
CHRM4 antagonist – blocks acetylcholine activation of human M4 receptor. inhibition, % at 3 µM. actives 0.73% (n = 360,000). P08173. CHO-hM4 cells, ACh EC80, Fluo-8 calcium fluorescence;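 active = inhibition above its plate's cutoff, the mean inhibition of sample wells plus 3 SD, cut at about 27% in these data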;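 also: 0% = acetylcholine EC80 with DMSO and 100% = DMSO without agonist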
TAAR1 ag – agonists of human TAAR1; actives 0.99% (n = 360,000); activation, % at 3 µM; Q96RJ0; AID 624467; CHO RD-HGA16 TAAR1, Fluo-8 calcium fluorescence; vehicle wells 0%, saturating PEA agonist 100%;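 active = activation above the mean activation of all test compounds in the run plus 3 SD, cut at about 38% in these data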
Target sequence (Q96RJ0 whole entry, looked up): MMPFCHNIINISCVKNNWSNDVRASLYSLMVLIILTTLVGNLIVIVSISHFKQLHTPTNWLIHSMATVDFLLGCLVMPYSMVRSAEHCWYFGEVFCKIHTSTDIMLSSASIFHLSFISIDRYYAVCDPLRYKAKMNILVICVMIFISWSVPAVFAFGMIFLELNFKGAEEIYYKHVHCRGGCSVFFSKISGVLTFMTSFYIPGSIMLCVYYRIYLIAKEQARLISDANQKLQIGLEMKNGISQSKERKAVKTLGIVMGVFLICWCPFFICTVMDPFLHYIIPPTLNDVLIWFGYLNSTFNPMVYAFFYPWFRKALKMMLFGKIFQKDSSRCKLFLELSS
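Test system: RD-HGA16 (CHO) cells co-expressing Gα16 and hTAAR1 / Benchmarks: DMSO vehicle as 0%, PEA at EC100 as 100% / Repeats: no replicates (n 1) / Measure: % activation from peak over basal fluorescence ratio, DMSO-to-PEA scaled / Timing: 17-24 h plating, Fluo-8 75 min 37 °C, 30 min RT / Technique: kinetic Fluo-8 calcium fluorescence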
Numbers without * were called inactive; / = not tested or not shown. The list is partial. The share of hits here may be higher or lower than overall.

SMILES	CHRM5 antagonist	M1 PAM	CHRM1 antagonist	M1 ag	CHRM5 PAM	CHRM5 agonist	CHRM4 agonist	CHRM4 antagonist	TAAR1 ag
OCCC1CN(Cc2ccc(Oc3ncccn3)cc2)CCN1CCc1ccccc1 (stereo unspecified)	-11	-4	-3	-13	6	-7	1	-2	1
COc1ccc(OC)c(Nc2nc(NCc3ccco3)c3ccccc3n2)c1	4	0	2	-6	-4	0	3	2	3
CCCc1cc(=O)[nH]c(SCC(=O)Nc2cccc(S(=O)(=O)N3CCOCC3)c2)n1	6	12	-12	-6	3	-1	-1	-9	2
Cc1ccc(NC(=O)CN2CCCCCC2)cc1Br	2	-1	-10	-4	5	0	1	-9	1
CCOC(=O)CCCNC(=O)CSc1nc2ccc(OCC)cc2[nH]1	6	6	-2	-4	3	-3	1	6	0
COc1ccccc1S(=O)(=O)N(C)C[C@H]1OCc2cnnn2CCCC(=O)N([C@@H](C)CO)C[C@H]1C	-7	3	-9	-8	10	0	0	-4	2
CC(C)NC(=O)CN1CCC(c2ccccc2)C(O)C1 (stereo unspecified)	-2	9	-7	-4	1	2	1	5	7
COc1cc(NC(=O)c2cccnc2)c(Cl)cc1NC(=O)c1ccc(Cl)cc1	7	5	-9	-2	-1	-4	1	-8	0
Cc1ccc(C(C)C)c(OCC(O)CN2CCOCC2)c1 (stereo unspecified)	0	-4	7	-7	2	-2	0	15	3
O=C(NCc1ccco1)c1cccc(S(=O)(=O)N2CCCC2)c1	10	6	-13	-5	0	-3	2	-5	-3
CCOc1ccc(NC(=O)c2cc3cc4ccc(OC)cc4nc3o2)cc1	1	6	-3	-2	12	-11	1	-3	17
COc1ccc(OC)c(S(=O)(=O)N2CCCC(C(=O)NCc3ccccn3)C2)c1 (stereo unspecified)	5	14	-15	-2	0	-1	0	1	10
O=C(OCc1ccc(Cl)cc1Cl)c1ccncc1	-3	-4	2	-2	-5	3	5	0	3
CN(C)c1ccc(NC(=O)CN2C(=O)CC(c3ccccc3)=Nc3ccccc32)cc1	2	1	-25	-2	1	0	1	-4	5
CCOC(=O)c1c(C)[nH]c(C2=NNC(=Nc3ccc(OCC)cc3)SC2)c1C	-6	5	-9	-5	6	-1	0	-4	-1
COc1ccc2[nH]cc(CCNS(=O)(=O)Cc3ccccc3)c2c1	-1	7	-3	1	-2	2	5	2	4
Cc1ccc(-c2cc(C(F)F)nc3sc4c(=O)[nH]cnc4c23)cc1	11	7	-4	-3	-12	1	0	4	3
Cc1cccc(C)c1NC(=O)C(C)c1ccc(-c2ccccc2)c(F)c1 (stereo unspecified)	9	-5	9	-1	-10	-2	2	-10	1
CCOCC(=O)Nc1sc2c(c1C(=O)OCC)CCCC2	1	-3	-2	-5	-4	-3	-2	-11	15
Cc1c(C(=O)Nc2ccc(S(=O)(=O)Nc3ncccn3)cc2)oc2ccc(F)cc12	21	17	-9	6	-2	-3	0	8	0
CC(O)(c1ccc(F)c(F)c1)c1nc(-c2ccccc2)cs1 (stereo unspecified)	-10	-3	1	-6	-5	-1	0	-8	1
O=C(NC1CC2CCCC(C1)N2C(=O)Nc1ccc(Cl)c(C(F)(F)F)c1)C1CC1 (stereo unspecified)	0	2	14	-4	5	-8	0	2	5
O=C(COC(=O)c1ccc(Cl)nc1)Nc1ncc(Cl)cc1Cl	5	6	-2	-6	4	-3	0	-1	2
Cc1noc(C)c1S(=O)(=O)N1CCC(C(=O)N2CCN(C(=O)c3ccco3)CC2)CC1	2	0	5	-4	-7	-9	1	4	12

Six neighbouring records already listed, quoted:
SMILES	CHRM5 antagonist	M1 PAM	CHRM1 antagonist	M1 ag	CHRM5 PAM	CHRM5 agonist	CHRM4 agonist	CHRM4 antagonist	TAAR1 ag
CCOCC(=O)Nc1sc2c(c1C(=O)OCC)CCCC2	1	-3	-2	-5	-4	-3	-2	-11	15
Cc1c(C(=O)Nc2ccc(S(=O)(=O)Nc3ncccn3)cc2)oc2ccc(F)cc12	21	17	-9	6	-2	-3	0	8	0
CC(O)(c1ccc(F)c(F)c1)c1nc(-c2ccccc2)cs1 (stereo unspecified)	-10	-3	1	-6	-5	-1	0	-8	1
O=C(NC1CC2CCCC(C1)N2C(=O)Nc1ccc(Cl)c(C(F)(F)F)c1)C1CC1 (stereo unspecified)	0	2	14	-4	5	-8	0	2	5
O=C(COC(=O)c1ccc(Cl)nc1)Nc1ncc(Cl)cc1Cl	5	6	-2	-6	4	-3	0	-1	2
Cc1noc(C)c1S(=O)(=O)N1CCC(C(=O)N2CCN(C(=O)c3ccco3)CC2)CC1	2	0	5	-4	-7	-9	1	4	12

Continued.
SMILES	CHRM5 antagonist	M1 PAM	CHRM1 antagonist	M1 ag	CHRM5 PAM	CHRM5 agonist	CHRM4 agonist	CHRM4 antagonist	TAAR1 ag
COc1ccc(S(=O)(=O)N(C)C[C@H]2Oc3c(NC(=O)Nc4ccc5c(c4)OCO5)cccc3C(=O)N([C@H](C)CO)C[C@@H]2C)cc1	14	-5	12	-6	-11	-4	10	10	16
CCOc1c(Br)cc(C2NS(=O)(=O)N=C3CCCCCN32)cc1OC (stereo unspecified)	-4	6	-23	-3	4	0	0	2	8
COc1cc2c(cc1OC)CN(c1nc(CN3CCCC3)nc3sc(C)c(C)c13)CC2	5	-5	4	-9	0	-10	1	18	1
COc1cc2nc(CN3CCN(S(=O)(=O)c4ccc(C)c(C)c4)CC3)[nH]c(=O)c2cc1OC	-9	3	0	-7	5	-3	1	-11	3
CN(C(=O)COC(=O)c1ccc(Cl)nc1)c1c(N)n(Cc2ccccc2)c(=O)[nH]c1=O	3	2	0	-3	4	5	0	8	4
CN(C)CCNc1ccc(Cl)cc1[N+](=O)[O-]	30*	-25	35*	-8	-19	-10	1	9	3
Cc1ccc(NC(=O)C2CC2C)cc1S(=O)(=O)N1CCOCC1 (stereo unspecified)	5	4	-5	-3	-1	0	1	-4	0
CC1CCN(C(=O)c2cc(S(=O)(=O)N3CCOCC3)ccc2N2CCCC2)CC1	6	1	7	-3	-4	1	1	3	1
Cc1ccc(CCC(=O)Nc2ccc(N(C)C)cc2)o1	-4	9	-20	-4	-1	2	0	-9	0
C=CCN(C(=O)CCC(=O)Nc1cc(C)on1)C(C(=O)NC1CCCC1)c1ccc(OC)cc1OC (stereo unspecified)	5	16	-15	-5	0	-3	0	-4	-1
Cc1ccccc1Nc1c(-c2ccncc2)nc2ccc(Cl)cn12	-13	-4	-8	-7	3	-16	4	-1	0
CC(=O)n1cc([C@@H]2C=C(C(=O)NCc3ccccc3)O[C@H](OCc3ccc(CO)cc3)C2)c2ccccc21	11	-12	23	-2	-19	-1	27	0	22
COc1ccccc1NC(=O)c1nnn(CC(=O)Nc2cc(C)cc(C)c2)c1N	-5	3	3	-1	4	-1	4	-1	5
CN(Cc1cccc(F)c1)C(=O)CSc1nnc(C2CC2)n1C1CC1	0	10	-12	-5	0	0	2	-14	2
O=C(N/N=C/c1oc(O)c2ccccc12)c1ccccc1	9	12	-5	-7	-5	-3	1	-10	3
Cc1nc(SCC(=O)NC2CCCCC2C)nc(C)c1C (stereo unspecified)	5	1	-7	-5	3	1	1	-7	1
COC(=O)C[C@H]1C=C[C@H](NC(=O)Nc2ccccc2F)[C@@H](CO)O1	1	/	/	/	-3	2	2	-10	3
COc1cc(C2NC(C(=O)O)Cc3c2[nH]c2ccccc32)cc(OC)c1OC (stereo unspecified)	6	-5	3	-2	-9	3	6	-7	3
Cc1c(C=O)c2ccccn2c1C(=O)c1ccccc1Cl	15	4	2	-2	-10	-3	0	55*	2
COc1cc(NC(=O)COC(=O)CCc2nc3ccccc3c(=O)[nH]2)cc(OC)c1	-11	8	-16	-4	13	4	1	-1	4
Cc1cnc2cc(Cl)c(Cl)cc2n1	0	6	-1	-5	-1	-2	0	-1	11
O=S(=O)(c1ccccc1)N(F)S(=O)(=O)c1ccccc1	4	5	2	2	-1	2	1	5	7
CCOC(=O)Cn1cc(C(=O)C(=O)N2CCOCC2)c2ccccc21	11	3	5	0	5	-2	1	1	0
CCNc1nc(NCC)nc(OCCOC(=O)COc2ccc(Cl)cc2Cl)n1	5	1	-2	-5	-8	-4	0	-3	3

Three of the entries above in order of their number in CHRM4 agonist, lowest first:
SMILES	CHRM5 antagonist	M1 PAM	CHRM1 antagonist	M1 ag	CHRM5 PAM	CHRM5 agonist	CHRM4 agonist	CHRM4 antagonist	TAAR1 ag
CCNc1nc(NCC)nc(OCCOC(=O)COc2ccc(Cl)cc2Cl)n1	5	1	-2	-5	-8	-4	0	-3	3
COC(=O)C[C@H]1C=C[C@H](NC(=O)Nc2ccccc2F)[C@@H](CO)O1	1	/	/	/	-3	2	2	-10	3
COc1ccccc1NC(=O)c1nnn(CC(=O)Nc2cc(C)cc(C)c2)c1N	-5	3	3	-1	4	-1	4	-1	5

Next section
SMILES	CHRM5 antagonist	M1 PAM	CHRM1 antagonist	M1 ag	CHRM5 PAM	CHRM5 agonist	CHRM4 agonist	CHRM4 antagonist	TAAR1 ag
CC(C)N(Cc1nccn1C)C(=O)CC1C(=O)NCCN1Cc1ccc(F)c(F)c1 (stereo unspecified)	-1	9	-6	0	2	-3	1	-5	3
Cc1cc(NC(=O)CN2CCN(S(=O)(=O)c3ccc(Cl)cc3)CC2)no1	5	1	-6	-7	-3	1	1	3	17
CC(C)[C@H](NC(=O)[C@@H]1CSC2c3ccccc3C(=O)N21)C(=O)NCc1ccncc1 (stereo partly specified)	10	6	-4	-1	-4	-3	0	9	0
COc1ccccc1Nc1nc(-c2ccc3c(c2)NC(=O)CO3)cs1	-2	5	2	-6	2	-1	12	-3	6
CSc1nc2ccc(NC(=O)C3CC(=O)N(Cc4ccccc4)C3)cc2s1 (stereo unspecified)	0	0	4	-5	-12	-6	6	-6	9
COc1ccc(/C=C2/C(=O)N(c3ccccc3)N=C2C)cc1OC	1	3	-16	-8	-2	5	4	-6	32
COC(=O)c1[nH]c2ccccc2c1NC(=O)CN1CCN(C(=O)c2ccco2)CC1	1	8	-2	-3	4	0	3	2	11
